Rtt109 HAT inh: inhibitors of C. albicans Rtt109/Vps75 HAT, primary screen, biochemical, ThioGlo CoA-SH fluorescence, plate reader | purified Rtt109/Vps75, 4 h | 330,000 compounds, 0.16% hits | inhibition, % at 34.9 µM | Histone acetyltransferase RTT109 (Candida albicans (strain SC5314 / ATCC MYA-2876)), … | AID 540336, 2011;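 active means inhibition of at least 50% in every replicate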
Target sequence (Q5AAJ8 whole entry, looked up): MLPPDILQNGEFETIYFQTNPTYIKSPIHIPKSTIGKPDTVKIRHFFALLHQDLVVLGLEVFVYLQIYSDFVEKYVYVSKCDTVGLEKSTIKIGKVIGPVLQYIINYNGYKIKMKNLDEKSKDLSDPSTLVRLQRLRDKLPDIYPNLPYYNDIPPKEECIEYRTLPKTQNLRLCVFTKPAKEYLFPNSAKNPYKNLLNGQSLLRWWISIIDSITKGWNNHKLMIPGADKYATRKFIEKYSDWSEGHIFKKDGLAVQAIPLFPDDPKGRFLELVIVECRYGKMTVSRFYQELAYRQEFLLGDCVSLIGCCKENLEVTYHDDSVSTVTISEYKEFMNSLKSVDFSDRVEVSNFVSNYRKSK
PfHsp90 yeast 2: growth inhibition of PfHsp90-expressing yeast, primary screen, antimalarial PfHsp90 inhibitor project, S. cerevisiae, BacTiter-Glo luminescence, single point, set 2; BacTiter-Glo ATP, 48 h; yeast lacking PDR1 and PDR3 efflux regulators; inhibition, % at 9.4 µM; 310,000 compounds, 0.32% hits; AID 504621, 2011;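 active means every replicate shows inhibition above about 80%, whatever the replicate mean, limit read from the data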;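 further: 0% = DMSO neutral controls and 100% = 20 µM radicicol positive controls; yeast relying on Plasmodium falciparum Hsp90 in place of its own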
DAGLB inh: DAGLB lipase inhibitors, primary screen, biochemical, fluorescence, HTS | Diacylglycerol lipase-beta (Homo sapiens), Q8NCG7 | HEK293T DAGLB membrane lysate, EnzChek fluorogenic substrate | inhibition, % at 5.17 µM | 340,000 compounds, 0.059% hits; in the data active means inhibition above about 34%;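 further: 0% = enzyme with vehicle and 100% = wells lacking enzyme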
Target sequence (Q8NCG7 whole entry, looked up): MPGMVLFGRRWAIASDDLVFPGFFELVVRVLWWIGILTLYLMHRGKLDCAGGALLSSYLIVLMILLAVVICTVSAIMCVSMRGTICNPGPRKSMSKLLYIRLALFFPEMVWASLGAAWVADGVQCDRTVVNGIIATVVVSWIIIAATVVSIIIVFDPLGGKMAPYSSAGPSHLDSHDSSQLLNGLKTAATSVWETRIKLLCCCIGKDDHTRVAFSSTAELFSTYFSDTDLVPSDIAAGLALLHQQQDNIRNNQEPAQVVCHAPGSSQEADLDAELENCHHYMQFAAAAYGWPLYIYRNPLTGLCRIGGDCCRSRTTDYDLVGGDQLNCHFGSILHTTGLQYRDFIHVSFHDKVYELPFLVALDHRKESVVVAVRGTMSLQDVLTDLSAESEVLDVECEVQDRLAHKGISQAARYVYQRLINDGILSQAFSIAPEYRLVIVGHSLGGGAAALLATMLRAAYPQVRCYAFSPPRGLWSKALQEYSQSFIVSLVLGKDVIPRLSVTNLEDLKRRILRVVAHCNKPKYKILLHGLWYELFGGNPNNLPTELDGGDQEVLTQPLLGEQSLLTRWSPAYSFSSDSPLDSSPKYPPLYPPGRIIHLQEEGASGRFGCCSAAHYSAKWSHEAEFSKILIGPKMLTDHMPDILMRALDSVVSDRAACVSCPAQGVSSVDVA
AddAB inh: growth inhibition of E. coli expressing H. pylori AddAB, primary screen, AddAB inhibitor project, absorbance; inhibition, % at 11.9 µM; 330,000 compounds, 0.29% hits; AID 435030, 2010; in the data active means inhibition above about 12%;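 further: 0% = vehicle wells of infected cells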
phage Ecoli inh: growth loss of phage-infected E. coli, primary screen, RecBCD inhibitor project, absorbance, with phage, HTS. inhibition, % at 11.9 µM. 360,000 compounds, 0.26% hits; in the data active means inhibition above about 11%
PvdQ acylase: P. aeruginosa PvdQ acylase inhibitors, primary screen, biochemical, fluorescence, plate reader and imaging, single point; purified PvdQ acylase; PvdQ acylase [Pseudomonas aeruginosa LESB58]; inhibition, % at 10 µM; 340,000 compounds, 0.063% hits; in the data active means inhibition above about 30%, passing the limit was not always enough;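 further: 0% = vehicle neutral wells and 100% = reference inhibitor wells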
Tat export inh: E. coli Tat export inhibitors, primary screen, MC4100, TorA-mCherry reporter, fluorescence, single point | 340,000 compounds, 0.036% hits | AID 488895, 2010 | inhibition, % at 10 µM;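 active means mean replicate inhibition at least 50% and at least half of replicates individually reaching 50%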;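 further: exported cargo escapes ClpAP degradation while cytoplasmic cargo is degraded and loses fluorescence; 0% = median of neutral control wells and 100% = median of NaSCN control wells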
Wnt bcat act: Wnt/beta-catenin pathway activators, primary screen, cell-based, plate reader, single point | Wnt/beta-catenin reporter cell assay, activator | activation, % at 9.35 µM | 300,000 compounds, 1.2% hits; in the data active means activation above about 30%, passing the limit was not always enough;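 further: 0% = neutral control wells and 100% = positive control wells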
Ecoli viability: E. coli V3065 growth inhibition, primary screen, counter-screen for AddAB inhibitor project, absorbance, OD600. 330,000 compounds, 0.27% hits. AID 449728, 2010. 18 h. inhibition, % at 11.9 µM;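 active means inhibition above the campaign's mean inhibition across all tested compounds plus 3 SD, cut at about 9.9% in these data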;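 further: uninfected addAB+ strain grown without phage in ampicillin broth; 0% = DMSO wells and 100% = ciprofloxacin 0.95 µg/ml wells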
CAL PDZ FP: CAL PDZ peptide-binding inhibitors, primary screen, biochemical, fluorescence polarization, Cer-tagged CAL PDZ, HTS. Golgi-associated PDZ and coiled-coil motif-containing protein (Homo sapiens), Q9HD26. purified CAL PDZ, TMR-peptide fluorescence polarization, 1 h. inhibition, % at 20 µM. 330,000 compounds, 0.02% hits;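 active means highest replicate inhibition of at least 40%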;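 further: plate controls were DMSO neutral control wells for no effect and unlabeled competitor peptide control wells for full effect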
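material = purified tagged CAL PDZ domain construct (CerCALP) | compound dosing = 20 µM, one dose | times = 1 h at RT | measured by = fluorescence polarization from S- and P-plane intensities, G-factor corrected | read-out = inhibition from polarization loss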
* hit, by the source's call; nt = no result given.

cpd	SMILES	Rtt109 HAT inh	PfHsp90 yeast 2	DAGLB inh	AddAB inh	phage Ecoli inh
1	CCOC(=O)c1c(NC(=O)CSc2nc3c(c(=O)n(C)c(=O)n3C)n2CC)sc(C)c1C	-11	3	-4	1.5	0.8
2	Cc1cc2c(c(C)c1Cl)C(c1ccc3c(c1)OCO3)CC(=O)O2 (stereo unspecified)	1	-43	-7	0.1	1.2
3	C=CCSc1nnc(-c2ccncc2)n1-c1ccc(OCC)cc1	6	11	1	1.6	2.3
4	O=C(Nc1cccc(F)c1)C1CCN(C(=O)N2CCOc3ccccc32)CC1	0	-2	2	-3.1	0.0
5	CC(=O)Nc1ccc(S(=O)(=O)c2ccc([N+](=O)[O-])cc2)cc1	-3	8	-2	-0.7	-0.6
6	O=C(COc1ccc(-c2nnco2)cc1)Nc1cc([N+](=O)[O-])ccc1F	5	26	0	0.2	3.8
7	Cc1cc(Nc2ccc(F)cc2Cl)n2nc(C)nc2n1	6	17	-7	0.6	3.2
8	COc1cc(OC)cc(C(=O)NNC(=O)Cc2ccc(OC)c(S(=O)(=O)N3CCOCC3)c2)c1	-2	-7	-1	-1.2	1.5
9	O=C(CN1CCN(S(=O)(=O)c2ccc(Cl)cc2)CC1)NCC1(N2CCOCC2)CCCCC1	6	0	0	4.0	1.1
10	N=c1sccn1CC(=O)NCc1ccc(Cl)cc1Cl	-4	26	0	2.0	4.9
11	CCOC(=O)NC(=O)/C(N=Nc1ccc(C(F)(F)F)cc1)=C(\C)O	3	-32	-3	0.2	4.4
12	Nc1ccc(Cl)c(S(=O)(=O)Nc2ccc(Cl)cc2)c1	-5	25	0	3.4	1.4
13	O=C(COc1ccc([N+](=O)[O-])cc1)N(C1CCCCC1)C1CCS(=O)(=O)C1 (stereo unspecified)	34	nt	1	0.5	1.2
14	c1ccc(-n2nnnc2OCCOc2nnnn2-c2ccccc2)cc1	-8	-9	2	2.6	-0.3
15	NCCN1CCN2C(=O)CN(C(=O)c3ccccc3)CC12 (stereo unspecified)	nt	nt	nt	4.1	1.4

cpd	PvdQ acylase	Tat export inh	Wnt bcat act	Ecoli viability	CAL PDZ FP
1	5	4	0	-2.5	nt
2	0	-5	-1	2.1	-1.6
3	-11	1	nt	0.3	-2.6
4	-11	-2	-4	-2.2	-0.9
5	-12	-8	0	1.8	0.1
6	-7	8	-4	-1.1	-1.1
7	-20	-8	-3	-0.9	-1.5
8	-4	10	1	1.6	-0.2
9	1	3	-1	-2.6	-0.1
10	-18	-7	3	1.3	-2.1
11	-14	-10	0	-1.5	-0.1
12	-8	1	2	-0.7	-1.7
13	9	3	0	4.5	-2.6
14	-10	3	0	0.7	-1.9
15	nt	nt	-2	1.1	nt

2 records drawn at random from those above:
cpd	SMILES	Rtt109 HAT inh	PfHsp90 yeast 2	DAGLB inh	AddAB inh	phage Ecoli inh
12	Nc1ccc(Cl)c(S(=O)(=O)Nc2ccc(Cl)cc2)c1	-5	25	0	3.4	1.4
7	Cc1cc(Nc2ccc(F)cc2Cl)n2nc(C)nc2n1	6	17	-7	0.6	3.2

cpd	PvdQ acylase	Tat export inh	Wnt bcat act	Ecoli viability	CAL PDZ FP
12	-8	1	2	-0.7	-1.7
7	-20	-8	-3	-0.9	-1.5

Next section.
cpd	SMILES	Rtt109 HAT inh	PfHsp90 yeast 2	DAGLB inh	AddAB inh	phage Ecoli inh
16	CCn1cc([N+](=O)[O-])c(C(=O)N2N=C3/C(=C/c4cccs4)CCCC3C2c2cccs2)n1 (stereo unspecified)	4	nt	-3	1.2	4.3
17	CCOc1ccc(NC(=O)Nc2cnccn2)cc1	-4	-3	1	1.5	3.8
18	COc1ccc(C(=O)N/C(=C/c2cccnc2)C(=O)N2CCCCCC2)cc1OC	10	-3	-3	1.7	-2.3
19	O=C(/C=C/c1ccccc1)N1CCOCC1	7	-18	0	2.1	0.5
20	NC(=O)CSc1nnc(-c2ccco2)n1-c1ccccc1	0	6	3	-0.3	1.2
21	Cc1ccc(OCCC(=O)OCC(=O)Nc2ccc(Cl)cn2)cc1	3	45	-1	-0.3	2.9
22	Cc1ccc2nc(-c3ccccc3)cc(C(=O)Nc3cccnc3)c2c1	6	-6	-6	3.1	6.9
23	CC1CCCN(C(=O)Cn2nnc(-c3cccnc3)n2)C1 (stereo unspecified)	2	18	-1	3.4	2.8
24	CCN1CCN(c2ccc(N=Cc3ccccc3O)cc2)CC1	-1	24	1	1.7	2.7
25	CC(NC(=O)c1nn(C)c(=O)c2ccccc12)c1ccccc1 (stereo unspecified)	2	4	-2	1.1	1.9
26	CCC1CCCCN1S(=O)(=O)c1c(C)n(C)c(=O)n(C)c1=O (stereo unspecified)	-5	nt	0	5.5	4.0
27	CCN(C(=O)CSc1nnc(-c2ccccc2OC)n1N)c1c(N)n(Cc2ccccc2)c(=O)[nH]c1=O	-12	nt	0	nt	1.1
28	Cn1c(=O)oc2cc(S(=O)(=O)N3CCCC(C(=O)Nc4ccccn4)C3)ccc21 (stereo unspecified)	1	36	1	-1.8	1.9
29	CC[C@]1(C(=O)OC)[C@H]2C(=O)N(Cc3ccccc3)C(=O)[C@H]2[C@H]2CN=C(SCc3ccc(Cl)cc3)N21	-2	-1	-3	-0.4	nt
30	COC(=O)c1cc(NC(=O)Cn2nc(C)n3cccc3c2=O)cc(C(=O)OC)c1	-7	5	1	4.4	0.2

cpd	PvdQ acylase	Tat export inh	Wnt bcat act	Ecoli viability	CAL PDZ FP
16	-3	-3	-2	1.5	-1.7
17	1	5	-11	0.0	-2.5
18	10	-4	1	2.2	-2.0
19	-13	-5	1	0.8	-0.3
20	-10	-5	-2	-5.2	-0.3
21	-6	-1	nt	1.2	-0.3
22	-5	-5	0	-0.3	-1.1
23	23	7	0	1.3	-0.7
24	-14	8	-1	-0.9	0.1
25	-13	-8	2	0.4	-2.4
26	-13	4	-7	0.1	-1.4
27	-3	-1	-1	nt	0.5
28	-16	1	-2	0.3	-0.9
29	-4	21	nt	1.2	-0.5
30	-11	0	-5	0.3	-0.9

Compound profiles, as listed above:
`Cc1ccc2nc(-c3ccccc3)cc(C(=O)Nc3cccnc3)c2c1` in the list: Rtt109 HAT inh = 6; PfHsp90 yeast 2 = -6; DAGLB inh = -6; AddAB inh = 3.1; phage Ecoli inh = 6.9; PvdQ acylase = -5; Tat export inh = -5; Wnt bcat act = 0; Ecoli viability = -0.3; CAL PDZ FP = -1.1
`CCn1cc([N+](=O)[O-])c(C(=O)N2N=C3/C(=C/c4cccs4)CCCC3C2c2cccs2)n1` (stereo unspecified) in the list: Rtt109 HAT inh = 4; PfHsp90 yeast 2 = nt; DAGLB inh = -3; AddAB inh = 1.2; phage Ecoli inh = 4.3; PvdQ acylase = -3; Tat export inh = -3; Wnt bcat act = -2; Ecoli viability = 1.5; CAL PDZ FP = -1.7

Additional results:
cpd	SMILES	Rtt109 HAT inh	PfHsp90 yeast 2	DAGLB inh	AddAB inh	phage Ecoli inh
31	COc1ccc(CNC(=O)CC(NC(N)=O)c2ccccc2Cl)cc1OC (stereo unspecified)	2	21	0	2.1	-0.5
32	Cc1ccccc1NC(=O)C(C)OC(=O)C1CC(=O)N(Cc2ccco2)C1 (stereo unspecified)	-20	-8	0	-2.4	0.9
33	O=C(c1cc2ccccc2oc1=O)N(Cc1ccco1)CC1CCCO1 (stereo unspecified)	-19	-14	-1	3.2	1.4
34	COc1cccc(NC(=O)CN(C)C(C)C(=O)NC(=O)NC2CCCCC2)c1 (stereo unspecified)	10	4	0	0.4	-0.8
35	CC1CN(CC(O)COc2ccc(C#N)cc2)CCN1CC(O)COc1ccc(C#N)cc1 (stereo unspecified)	-3	-6	0	2.8	2.4
36	Cc1cc(C)n(-c2ccc3cccc(NS(C)(=O)=O)c3n2)n1	-5	5	-2	-3.5	-1.4
37	CC(O)[C@H]1CNCCN1CCc1cccc(F)c1 (stereo partly specified)	4	-10	-1	-0.2	4.0
38	Cc1cc(OCC(=O)NC2CC(C)(C)NC(C)(C)C2)c2c(C)cc(=O)oc2c1	8	28	4	1.5	1.6
39	CCCCn1c(N)c(N(CCOC)C(=O)c2ccco2)c(=O)[nH]c1=O	-6	0	3	5.2	2.1
40	Cc1c(Cl)cccc1Nc1nc(N)nc(CSc2nc3ccccc3s2)n1	1	-83	1	0.7	4.2
41	COC(=O)c1sc2cc(C(F)(F)F)cnc2c1-c1cccnc1	-7	1	2	-0.2	2.5
42	COc1ccc(CN2C(=O)c3cccnc3C2=O)cc1S(=O)(=O)NCc1ccc(C)o1	-3	-17	-2	1.6	2.7
43	COc1ccccc1/C=C1\SC(=O)N(CCC(=O)NNC(=O)c2ccccc2Cl)C1=O	-11	-4	0	-1.6	2.9
44	COc1cc(NC(=O)c2ccccc2Cl)c(OC)cc1NC(=O)CN1CCCCC1	-10	-20	-1	-0.8	5.2
45	Cc1cc2c(cc1C)NC1=C(N2)OC(c2cccc(O)c2)C1=O (stereo unspecified)	-5	5	-1	1.6	1.1

cpd	PvdQ acylase	Tat export inh	Wnt bcat act	Ecoli viability	CAL PDZ FP
31	0	-5	5	1.3	0.0
32	-10	-3	-1	0.2	0.3
33	-5	5	1	-0.2	-0.6
34	-2	8	-1	0.2	-0.1
35	-14	7	-3	2.1	-3.5
36	10	-8	nt	-4.6	0.0
37	-13	-15	-1	-1.4	-0.6
38	7	-1	-1	0.7	-1.3
39	-13	2	-2	-1.6	-3.3
40	-4	7	nt	-2.2	-2.8
41	7	4	25	-0.9	-1.5
42	-13	-2	1	-0.2	-1.3
43	-5	-3	1	-0.1	-2.3
44	-7	-3	-1	1.0	-0.3
45	6	0	2	-2.4	-1.8

The listing continues:
cpd	SMILES	Rtt109 HAT inh	PfHsp90 yeast 2	DAGLB inh	AddAB inh	phage Ecoli inh
46	COc1ccc(CNCC2COc3ccccc3O2)cc1 (stereo unspecified)	6	-16	-3	2.5	4.3
47	Cn1nnnc1SCC(=O)Nc1ccc(Cl)c(S(=O)(=O)N2CCOCC2)c1	-14	-67	0	1.2	1.1
48	Nc1cc(Cl)nc(N/N=C/c2ccc([N+](=O)[O-])cc2)n1	3	-8	1	1.1	3.3
49	COC(=O)c1sc(N)c(C(=O)OC)c1COC(=O)[C@@H](NS(=O)(=O)c1cccc(Cl)c1)C(C)C	6	-16	3	2.5	3.2
50	Cc1cc(C)n(-c2nnc(N3CCN(c4ccccc4)CC3)nn2)n1	12	0	1	1.1	4.5
51	CC(NC(=O)c1ccccc1)c1nnc(SCC(=O)NC2=NCCS2)n1C (stereo unspecified)	15	-22	1	5.4	2.6
52	Cc1cc(=O)oc2c(C)c(OC(C)C(=O)NCCCN3CCCC3=O)ccc12 (stereo unspecified)	-5	-12	-1	2.1	1.7
53	O=C(Nc1ccc(Cl)cc1)N(Cc1nnc2n1CCCCC2)c1ccccc1	2	-4	0	3.3	2.8

cpd	PvdQ acylase	Tat export inh	Wnt bcat act	Ecoli viability	CAL PDZ FP
46	-15	7	1	1.6	-0.9
47	-12	-12	4	-1.7	-1.2
48	-2	-10	nt	0.4	-0.2
49	1	-3	6	-0.8	-2.3
50	9	13	1	-0.1	-0.1
51	-14	-1	-2	1.5	-0.3
52	-13	-9	-1	1.4	-2.3
53	7	-3	-3	1.7	-0.9

Compound activity deposited in PubChem by several laboratories.

The order is random. About 1.9% of those tested had a hit in this group.
